LAP4-GFP MLPCN = modulators of LAP4-GFP expression in yeast, primary screen, S. cerevisiae, multiplex flow cytometry, MLPCN library. 3 h; median GFP as percent of DMSO wells. GFP response vs DMSO, % at 10 µM. 320,000 tested, 0.34% active;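 active means GFP response vs DMSO above a set limit, about the screen mean plus 3 SD, cut at about 150% in these data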
RPL19A-GFP yeast = RPL19A-GFP expression modulators in yeast, primary screen, cell-based, S. cerevisiae, multiplex flow cytometry, MLPCN; S. cerevisiae RPL19A-GFP strain, 3 h; active compounds read low; percent response vs DMSO, % at 10 µM; 330,000 tested, 0.3% active; AID 2025, 2009;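 active means percent response vs DMSO below 50%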;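 further: median channel GFP fluorescence of the barcoded RPL19A-GFP strain; ratio of sample median GFP to plate DMSO average so 100% = DMSO; lower means less RPL19A-GFP as with rapamycin TOR inhibition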
procasp7 counter = procaspase-7 activators, primary screen, counter-screen for procaspase-3 activator project, biochemical, absorbance, HTS, human. 330,000 tested, 0.093% active. AID 463210, 2010. recombinant procaspase-7, Ac-DEVD-pNA absorbance 405 nm; D23A/D198A/D206A triple mutant, cannot self-cleave; scale: DMSO 0, 5 µM enzyme 100. activation, % at 8.5 µM;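 active means percent activation above the screen-wide mean plus 3 SD, cut at about 25% in these data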
Target sequence (P55210 whole entry D23A/D198A/D206A): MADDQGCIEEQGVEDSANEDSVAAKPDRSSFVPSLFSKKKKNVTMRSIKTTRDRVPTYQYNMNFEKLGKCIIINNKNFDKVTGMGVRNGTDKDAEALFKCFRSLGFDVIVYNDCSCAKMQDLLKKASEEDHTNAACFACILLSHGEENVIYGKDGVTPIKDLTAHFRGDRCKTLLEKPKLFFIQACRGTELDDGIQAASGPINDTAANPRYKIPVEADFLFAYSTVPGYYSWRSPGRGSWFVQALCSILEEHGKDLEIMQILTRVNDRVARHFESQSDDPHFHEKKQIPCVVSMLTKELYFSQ
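Assay system: Uncleavable procaspase-7 mutant enzyme | Input: 2 µM procaspase-7 mutant as dispensed | Timing: 1 h compound preincubation, 2 h substrate cleavage, 25 °C | Repeats: One well per compound | Control set: DMSO wells as 0%, DMSO with 5 µM added PC-7 as 100% | Technique: Epi-absorbance of released pNA at 405 nm, two timepoints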
MEP2 TOR yeast = modulators of MEP2-GFP levels in yeast, primary screen, S. cerevisiae, multiplex flow cytometry, MLPCN library; GFP response vs DMSO, % at 10 µM; S. cerevisiae MEP2-GFP strain, 3 h; 100% = DMSO control level; 330,000 tested, 0.51% active;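 active means GFP response versus DMSO above a set limit, roughly screen mean plus 3 SD, cut at about 180% in these data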;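 further: median GFP fluorescence of the barcode-gated MEP2-GFP cells per well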
proCasp3 act = activators of human procaspase-3 D3A mutant, primary screen, biochemical, absorbance, PC-3 D3A mutant, single concentration; 330,000 tested, 0.11% active; activation, % at 8.5 µM; recombinant procaspase-3 D3A, Ac-DEVD-pNA absorbance 405 nm; AID 463141, 2010;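 active means activation above the mean of all tested compounds plus 3 SD, cut at about 21% in these data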;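 further: 0% = DMSO alone and 100% = DMSO wells spiked with extra 5 µM PC-3 D3A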
Target sequence (P42574 whole entry D9A/D28A/D175A): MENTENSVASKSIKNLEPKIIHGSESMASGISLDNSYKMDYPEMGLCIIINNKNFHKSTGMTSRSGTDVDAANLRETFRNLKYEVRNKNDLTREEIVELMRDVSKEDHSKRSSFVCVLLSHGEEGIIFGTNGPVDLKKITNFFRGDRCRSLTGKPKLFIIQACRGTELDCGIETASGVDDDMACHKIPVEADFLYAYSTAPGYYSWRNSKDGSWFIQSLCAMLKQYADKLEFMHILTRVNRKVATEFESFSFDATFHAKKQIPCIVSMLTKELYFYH
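Assay system: Autoprocessing-dead procaspase-3 D3A mutant enzyme; also added: Ac-DEVD-pNA; doses: one concentration, 8.5 µM nominal, 0.8% DMSO; times: 1 h compound preincubation, 2 h substrate hydrolysis at 25 °C; technique: 405 nm absorbance of p-nitroaniline, reads at 0 and 120 min; measure: % activation between DMSO and enzyme-spiked controls; repeats: single replicate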
GASC-1 inh = inhibitors of GASC-1 histone demethylase, primary screen, biochemical, fluorescence, DELFIA europium; 330,000 tested, 0.069% active; GST-JMJD2C(1-420) H3K9me3 demethylation; inhibition, % at 2.35 µM;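 active means more than half of a compound's replicate wells show inhibition beyond 50%, single wells judged on their own value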;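 further: signal counts dimethyl H3K9 product captured on neutravidin plate; 0% = median of DMSO wells and 100% = 0.3 times that DMSO median; strong numbers were not always called active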
Target sequence (Q9H3R0 1-420 limits assumed): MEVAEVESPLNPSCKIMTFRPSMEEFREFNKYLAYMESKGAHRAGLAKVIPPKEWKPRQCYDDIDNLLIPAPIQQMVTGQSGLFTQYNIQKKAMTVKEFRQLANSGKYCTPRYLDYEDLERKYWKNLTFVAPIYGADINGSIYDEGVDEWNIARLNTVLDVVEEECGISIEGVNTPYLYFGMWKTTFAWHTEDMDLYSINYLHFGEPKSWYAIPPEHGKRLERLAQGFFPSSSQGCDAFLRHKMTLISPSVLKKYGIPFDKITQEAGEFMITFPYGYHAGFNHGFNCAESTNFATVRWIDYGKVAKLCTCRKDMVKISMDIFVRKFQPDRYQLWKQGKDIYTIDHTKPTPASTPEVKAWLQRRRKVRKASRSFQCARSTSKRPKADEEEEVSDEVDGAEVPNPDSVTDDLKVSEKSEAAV
AHR activator = AHR activators, primary screen, cell-based, luminescence, luciferase reporter, human; 320,000 tested, 2.5% active; AHR-responsive luciferase reporter cells; activation, % at 5 µM; in the data active means activation above about 47%;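 further: 0% = vehicle wells and 100% = reference agonist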
Yeast superoxide = reduction of superoxide in aged yeast, primary screen, HTS; 330,000 tested, 0.18% active; S. cerevisiae aged cells, superoxide DHE fluorescence; active compounds read low; superoxide response (% of plate mean), % at 10 µM;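 active means superoxide response under a set limit, about three screen SD below normal, cut at about 65% in these data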;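 further: yeast aged for seven days with compound at 30 °C before DHE staining; 100% = average MFI of all compound-treated wells on the plate with controls excluded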
An asterisk follows results filed as active; i = inactive; / = no result given.

structure	LAP4-GFP MLPCN	RPL19A-GFP yeast	procasp7 counter	MEP2 TOR yeast	proCasp3 act	GASC-1 inh	AHR activator	Yeast superoxide
CC1CCC(NC(=O)CCn2ccc3cc(S(=O)(=O)N4CCCC4)ccc32)CC1 (stereo not drawn)	106	106	-16	106	1	-31	0	133
CNC(=O)NC(=O)C(OC(=O)c1cccc(S(=O)(=O)N2CCCCC2)c1)c1ccccc1 (stereo not drawn)	92	99	0	111	2	-7	2	105
OCCCNCc1ccc(Cl)cc1Cl	102	95	-1	98	1	54	0	97
Cc1ccc(N2CC(C(=O)Nc3nccs3)CC2=O)cc1 (stereo not drawn)	102	99	4	105	7	i	1	107
O=C(O)CCCn1c(O)c(C=C2N=c3ccccc3=N2)sc1=S	111	94	-38	95	-25	1	11	121
Clc1ccc2c(NCc3ccccc3)ccnc2c1	111	103	3	104	-2	11	9	90
Cc1cc(C)nc(SC(C)C(=O)N/N=C/c2cccs2)n1 (stereo not drawn)	96	97	4	99	6	-10	10	105
Cc1cc(C(=O)NC(Cc2ccccc2)C(=O)O)c(C)o1 (stereo not drawn)	113	108	4	111	-6	3	2	108
COc1ccc(/C=C(\C#N)C(=O)N2COCC2(C)C)cc1	91	102	-2	101	-3	-4	6	89
CN(C)S(=O)(=O)c1ccc(C(=O)N2CC(=O)Nc3ccc(F)cc3C2c2ccc(F)cc2)cc1 (stereo not drawn)	106	110	-2	113	2	0	3	95
O=C(O)CCCNS(=O)(=O)c1ccc2ccccc2c1	105	99	-4	103	-2	4	-1	100
CCOC(=O)c1cnn(-c2cc(Oc3ccccc3C)ncn2)c1N	99	99	-3	99	-1	25	6	105
C[C@H]1COC(=O)[C@@H](NC(=O)OCC2c3ccccc3-c3ccccc32)C/C=C\C[C@H](CC(=O)NCCO)C(=O)N1	93	100	3	91	-1	4	0	95
CCCCNC(=O)COC(=O)c1c2c(nc3ccccc13)CCC2	103	105	7	110	3	1	5	120
O=C(c1ccccc1)c1cn[nH]c1-c1ccccc1O	114	96	-2	100	9	-3	3	109
O=C(Nc1cccc(C(F)(F)F)c1)c1cc(-c2ccco2)on1	99	102	12	104	4	9	-6	85
CC(C)(CNC(=O)c1sc2cc(Cl)ccc2c1Cl)N1CCOCC1	100	96	14	102	5	4	-3	98
CS(=O)(=O)N(CC(O)Cn1c2ccccc2c2ccccc21)c1ccccc1 (stereo not drawn)	101	102	-2	102	7	4	12	114
CN(CCOc1ccc(F)cc1)Cc1ccccc1	81	97	15	100	1	4	12	104
O=C1/C(=C/c2cccnc2)SC(=S)N1NS(=O)(=O)c1ccccc1	92	105	-21	102	-12	3	5	101
Cc1ccsc1C(=O)OCC(=O)c1ccc[nH]1	110	98	4	106	5	9	0	77
CCCc1cc(=O)oc2c(C)c(OCC(=O)N3CCC[C@@H]3C(=O)O)ccc12	107	95	-3	109	2	0	-1	117
CCOC(=O)c1cccc(NC(=O)CCOc2ccccc2)c1	143	89	0	97	-5	-26	17	101
Cn1c(/C=N/c2nc3ccccc3[nH]2)nc2ccccc21	107	100	-3	105	3	-1	2	76
CC(C)CN(C(=O)COC(=O)C1c2ccccc2Oc2ccccc21)C1CCS(=O)(=O)C1 (stereo not drawn)	105	97	6	103	1	-6	2	112
COc1ccccc1/C=C1\SC(=S)N(Nc2nc(C)cc(C)n2)C1=O	106	111	-19	102	-8	-3	7	80
Cc1nnc(NC(=O)C2CCCO2)s1 (stereo not drawn)	109	102	2	108	-6	-6	2	112
Cc1nn(-c2cccc(Cl)c2)nc1C(=O)Nc1cccc(C(=O)NC2CC2)c1	99	99	-1	97	-7	-4	30	92
CCN1CCN(C(=S)NCCOC)CC1	97	103	-2	102	-1	1	-1	93
CCOC(=O)c1cnc2c(C)c(Cl)ccc2c1N1CCN(CC)CC1	98	102	-5	102	6	-13	15	103

A few values from above:
Under LAP4-GFP MLPCN, CCCc1cc(=O)oc2c(C)c(OCC(=O)N3CCC[C@@H]3C(=O)O)ccc12 is entered as 107
Under MEP2 TOR yeast, Cc1cc(C(=O)NC(Cc2ccccc2)C(=O)O)c(C)o1 (stereo not drawn) is entered as 111
Under procasp7 counter, CN(C)S(=O)(=O)c1ccc(C(=O)N2CC(=O)Nc3ccc(F)cc3C2c2ccc(F)cc2)cc1 (stereo not drawn) is entered as -2

Additional records follow:
structure	LAP4-GFP MLPCN	RPL19A-GFP yeast	procasp7 counter	MEP2 TOR yeast	proCasp3 act	GASC-1 inh	AHR activator	Yeast superoxide
COCCNc1nc(-c2cc(C(=O)Nc3ccccc3)on2)cc(C(C)C)n1	133	88	-4	92	5	-12	-1	98
COc1ccc(C(=O)CN2C(=O)NC3(CCCCC3)C2=O)cc1OC	100	115	2	115	0	0	1	111
COc1ccc(OC)c(NC(=O)CC2(CC(=O)O)CCCC2)c1	92	104	2	104	-1	50	1	91
COc1ccc(CCC(=O)N(c2nnc(-c3cccnc3)s2)C(C)C)cc1	103	107	6	102	5	5	1	103
Nc1c(-c2ccc(F)cc2)cnn1C1CCS(=O)(=O)C1 (stereo not drawn)	91	98	8	96	3	-5	1	106
C=CCn1c(C)nnc1SCC(=O)Nc1nccs1	109	101	5	102	8	12	10	91
CCN(CC)CCNC(=O)Cc1nn(Cc2ccccc2)c(=O)c2ccccc12	95	101	6	98	0	-4	3	99
C/C(=N\NC(=O)c1cccs1)c1ccc2ccccc2c1	107	103	9	102	9	-18	7	102
CSc1cc(CS(=O)(=O)c2ccccc2)nc(-c2ccccc2)n1	102	100	6	104	-5	0	2	95
[O-]/C(=C(\C(=S)NCCN1CCOCC1)[n+]1ccccc1)c1ccc(Cl)s1	87	105	-15	105	-13	6	1	106
COc1ccc(-n2nc(C(=O)NCC(=O)N3CCN(c4ccccc4F)CC3)c3ccccc3c2=O)cc1OC	89	98	-4	108	1	-61	7	103
Cc1n[nH]c(=S)n1-c1ccccc1	/	96	-9	98	3	14	1	100
c1ccc(SCCc2ccncc2)cc1	105	97	-4	101	4	3	6	105
C=C(C)CSc1nnc(-c2ccc(OC)c(OC)c2)n1N	97	103	20	108	0	14	8	89
Cc1cccc(N2CCN(C(=O)C(C)C)CC2)c1C	124	99	-8	96	-5	-4	-9	135
C[C@H](NC(N)=O)C(=O)Nc1ccc2c(c1)OCO2	112	96	10	95	0	8	5	105
COc1ccc(NC(=O)Cn2cc(C(=O)C3CC3)c3ccccc32)cc1	93	100	4	109	0	-30	0	103
COC(=O)c1ccc(COc2cc([N+](=O)[O-])cc3cccnc23)cc1	104	98	13	102	-3	-2	6	105
OCc1nnn(-c2cccc(C(F)(F)F)c2)c1CO	96	97	6	96	1	2	-1	86
CCOC(=O)c1ccc(NC(=O)c2cc(S(=O)(=O)N3CCOCC3)cn2C)cc1	99	101	10	102	6	0	9	88
O=C1CC(=C(c2ccccc2)c2ccccc2)C(=O)N1CCCN1CCN(c2cccc(Cl)c2)CC1	95	99	5	100	5	-5	-1	97
CNC(=O)COC(=O)/C=C/c1cccc(F)c1	107	118	5	112	3	-14	-3	96
O=C1C2C3C=CC(C3)C2C(=O)N1Cc1ccccc1 (stereo not drawn)	103	102	11	104	1	0	2	115
CCC(C)(C)NC(=O)C(c1ccc(OC)cc1)N(C(=O)CCC(=O)Nc1cc(C)on1)c1cc(OC)ccc1OC (stereo not drawn)	94	99	10	86	4	6	0	93
NNC(=O)c1cc(S(=O)(=O)N2CCOCC2)c[nH]1	103	98	0	97	1	-3	11	102
O=C(CSc1nc2ccc(Cl)cc2[nH]1)NCCc1ccc(Cl)cc1	104	101	8	98	-3	5	20	108
Clc1cccc(-c2ccc3ncnc(NCc4cccnc4)c3c2)c1	117	100	8	101	1	/	21	110
CC(=O)OCCSc1c(-c2ccccc2)c2cc(Cl)ccc2[nH]c1=O	94	100	5	113	4	-5	7	111
CNC(=S)N1CCC(NC(=O)C23CC4CC(CC(C4)C2)C3)CC1	101	99	4	103	-4	-20	1	101
CCOC(=O)c1sc(NC(=O)c2ccccc2)cc1C	105	102	8	101	0	-2	-6	94
CCn1c(Oc2ccc(F)cc2)nc2c1c(=O)n(C)c(=O)n2C	91	97	12	103	-10	/	6	98
N#C/C(=C/c1ccc(F)cc1)c1nnc(NC(=O)c2ccccc2)s1	108	98	16	99	10	18	3	86
O=C(CSc1nnc(-c2cccnc2)n1Cc1ccccc1)NCc1ccco1	98	98	-1	99	-1	-6	2	92
Cc1ccc(C(C(=O)NC2CCCC2)N(Cc2ccc(F)cc2)C(=O)c2csnn2)o1 (stereo not drawn)	101	102	-16	100	-4	1	1	100
CCN(CC)C(=S)Nc1ccc2nc3n(c(=O)c2c1)CCCCC3	99	100	7	101	-3	/	5	105
Cc1cc([N+](=O)[O-])nn1Cc1ccc(C(=O)N/N=C/c2ccc(O)cc2O)cc1	97	99	0	96	0	9	1	65*
N=C1/C(=C/c2cccn2Cc2ccc(F)cc2)C(=O)N=C2SC=CN12	118	96	1	94	-3	1	7	99
Cc1ccc(OCC(=O)Nc2ccc(Cl)cc2)c([N+](=O)[O-])n1	102	89	-12	94	6	-2	-1	117
O=C(Nc1ccccc1)c1nc[nH]c1C(=O)NCc1ccccc1	102	105	9	105	9	2	7	116
Cc1nc2ccccc2c2oc(C(=O)N3CCC(C)CC3)cc12	99	107	-8	105	-7	-5	47	82
O=C(Cc1cccs1)N(c1ccc(F)cc1)C1(C(=O)NC2CCCCC2)CCCC1	92	103	-4	104	4	-10	-3	98
CC(=O)c1cccc(NC(=O)C(OC(=O)c2ccccc2NS(=O)(=O)c2cccs2)c2ccccc2)c1 (stereo not drawn)	85	104	-3	101	3	-10	4	125
Cc1cccc(/C=N\NC(=O)c2sccc2-n2cccc2)c1	125	96	3	103	-7	-17	64*	112
Cc1ccnc(SCC(=O)c2ccc(Br)cc2)c1C#N	119	102	-2	107	-11	-17	125*	91
C=CCn1c(SCC(=O)Nc2cc(C)c(Cl)cc2OC)nnc1-c1ccco1	116	99	7	101	5	2	1	97
CCN(CC)CCCNC(=O)c1nn(-c2ccc(OC)cc2OC)c(=O)c2ccccc12	97	96	3	93	1	139	1	101
CCOc1cccc(OCCCCN2CCCCC2)c1	103	103	-1	99	-3	-5	1	99
Cc1ccccc1N(CC(=O)NCCSCc1ccco1)S(C)(=O)=O	100	102	-15	105	-2	-1	-2	89
O=C(COC(=O)CCS(=O)(=O)c1ccc(Cl)cc1)NCCc1ccccc1	99	101	-1	102	0	-11	0	82
O=C(NCC1CCCO1)c1nn2c(C(F)(F)F)cc(-c3ccc(Br)o3)nc2c1Br (stereo not drawn)	102	99	-6	101	11	0	16	105

Bioassay records: PubChem BioAssay, several laboratories
